FN deposit inh: inhibitors of fibronectin matrix deposition, primary screen, AH1F cells, Alexa488-fibronectin fluorescence, plate reader; AH1F fibroblasts, overnight; inhibition, % at 12.6 µM; actives 0.086% (n = 350,000);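 active = mean inhibition across replicates of 30% or more, regardless of how many single replicates reach that level; inconclusive = mean under 30% yet at least half of replicates reach 30%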;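 note: positive control wells lacked labelled fibronectin entirely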
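Measured by – fluorescence 485/525 nm · System – AH1F fibroblast monolayer, labelled fibronectin deposition · Amount – 10000 cells per well · Buffer or medium – serum-reduced DMEM (2% serum) · Doses – single dose, pinned · Also added – fluorescent fibronectin at 24 nM final · Schedule – 1 h cell attachment, overnight exposure to compound and label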
E-selectin induc: E-selectin induction in HUVECs, primary screen, imaging, HUVEC, immunofluorescence imaging, single point | activation, % at 7.58 µM | normalized: neutral wells 0, TNF-alpha wells 100 | actives 0.37% (n = 260,000) | AID 686992, 2013;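 active = mean E-selectin-positive cell signal at least 10% of the positive control, reached in at least 60% of replicates, without over 20% cell loss; inconclusive = no rule given, readout overlaps actives, possibly toxicity-flagged; inactive = the rest, including those meeting only one limit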;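 note: in these data hits start at about 27%; measured in HUVEC primary endothelial cells; signal is the percent of cells scored E-selectin positive by PE staining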
Target sequence (P16581 whole entry, looked up): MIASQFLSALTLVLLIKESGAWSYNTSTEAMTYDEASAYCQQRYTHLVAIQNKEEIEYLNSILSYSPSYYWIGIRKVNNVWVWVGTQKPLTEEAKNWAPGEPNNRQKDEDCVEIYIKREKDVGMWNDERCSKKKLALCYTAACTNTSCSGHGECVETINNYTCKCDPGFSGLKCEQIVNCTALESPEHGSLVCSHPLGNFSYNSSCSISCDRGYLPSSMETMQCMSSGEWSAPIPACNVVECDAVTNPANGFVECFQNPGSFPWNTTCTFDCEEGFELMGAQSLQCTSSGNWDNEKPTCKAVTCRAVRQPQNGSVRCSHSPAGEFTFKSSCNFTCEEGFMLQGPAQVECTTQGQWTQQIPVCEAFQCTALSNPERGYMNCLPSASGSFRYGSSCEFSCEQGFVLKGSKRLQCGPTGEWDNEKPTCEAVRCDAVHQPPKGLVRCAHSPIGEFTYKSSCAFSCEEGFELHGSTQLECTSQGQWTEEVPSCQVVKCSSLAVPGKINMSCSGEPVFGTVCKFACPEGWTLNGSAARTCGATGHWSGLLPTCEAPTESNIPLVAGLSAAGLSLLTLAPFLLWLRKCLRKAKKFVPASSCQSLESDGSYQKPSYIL
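System: HUVEC / Compound: single concentration / Signal: immunofluorescence imaging / Read-out: percent E-selectin-positive cells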
esBAF inh: Bmi1 luciferase reporter increase in mESCs, primary screen, esBAF inhibitor project, mouse ES cells, Bmi1 luciferase knock-in, single point | 24 h; 100% = twice the neutral-well signal | reporter increase, % at 12.5 µM | actives 2% (n = 350,000) | AID 602393, 2012; in the data active = activation above about 40%; inconclusive = no clear call, values can overlap the other calls;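 note: 0% = median of the plate's neutral control wells and 100% = double that signal; a rise in the Bmi1 reporter signal indicates esBAF inhibition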
S100A4 MyoIIA: inhibitors of S100A4-myosin IIA peptide binding, primary screen, biochemical, fluorescence polarization, TAMRA-MyoIIA peptide; Protein S100-A4 (Homo sapiens), P26447; inhibition, % at 10.7 µM; actives 0.14% (n = 360,000); AID 652163, 2013;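 active = mean inhibition of at least 70% across replicates, with every replicate also reaching that level; inconclusive = mean inhibition reaches 70% but some replicates fall short; inactive = mean inhibition below 70%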
Target sequence (P26447 whole entry, looked up): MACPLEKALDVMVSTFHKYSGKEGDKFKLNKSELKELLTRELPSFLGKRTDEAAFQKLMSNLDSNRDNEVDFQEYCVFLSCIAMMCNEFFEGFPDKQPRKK
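Material: S100A4 monomer protein / Buffer or medium: 50 mM HEPES pH 7.2, 10 mM CaCl2, 100 mM KCl / Times: 5 min incubation before reading / Benchmarks: neutral control DMSO, positive control TFP / Reagent: labelled myosin peptide probe, 5 nM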
XiGFP reactiv: activators of inactive X chromosome reactivation, primary screen, imaging, XiGFP fibroblasts, GFP high-content imaging, set 2; activation, % at 7.58 µM; actives 0.055% (n = 360,000); XiGFP mouse fibroblasts, % GFP-positive cells imaging, 3 d; cells co-treated with 5-aza-dC sensitizer; scaled so ellipticine positive control = 100%;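 active = mean normalized replicate activation at least 10% and every replicate at or above 10%; inconclusive = only one of the two criteria met; inactive = mean below 10% and not all replicates reach 10%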;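 note: 0% = median of on-plate neutral control wells and 100% = ellipticine 6 µM median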
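Material: XiGFP fibroblasts, SV40-immortalized. Buffer or medium: DMEM plus 5-aza-dC sensitizer. Compound: single concentration per compound, delivered by pin transfer. Times: 3 days compound exposure. Controls: ellipticine 6 µM.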
RAD54 inh: inhibitors of human RAD54 branch migration, primary screen, biochemical, fluorescence, single point; DNA repair and recombination protein RAD54-like (Homo sapiens), Q92698; actives 0.14% (n = 360,000); inhibition, % at 10.4 µM; RAD54 Holliday junction branch migration, FAM/BHQ fluorescence;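 active = mean normalized replicate activity at least 40 and at least half of replicates scoring 40 or more; inconclusive = only one of the two criteria met; inactive = mean below 40 and under half of replicates reaching 40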;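 note: 0% = median of neutral control wells and 100% = median of positive control wells; inhibitors cause a drop in the FAM fluorescence signal; in these data hits start at about 50%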
RAD52 anneal inh: RAD52 DNA annealing inhibitors, primary screen, biochemical, FRET, single point, set 2 | DNA repair protein RAD52 homolog (Homo sapiens), P43351 | recombinant RAD52 DNA annealing, FRET fluorescence | inhibition, % at 18.7 µM | actives 0.46% (n = 360,000);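 active = every replicate showing at least 50% inhibition; inconclusive = mean inhibition at least 50% but not in every replicate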
EWS-Fli block: EWS/Fli-driven NR0B1 reporter inhibitors, primary screen, A673 cells, NR0B1 luciferase, luminescence, MLPCN library; viability-normalised; actives 0.67% (n = 350,000); inhibition, % at 12.6 µM;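 active = mean inhibition of at least 50% after viability correction, with every replicate also passing that limit; inconclusive = mean reaches 50% but only one of two replicates passes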;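 note: firefly luciferase signal divided by Alamar Blue viability fluorescence both relative to DMSO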
Numbers without * were called inactive; ? = inconclusive; nt = no result given.

nr	SMILES	FN deposit inh	E-selectin induc	esBAF inh	S100A4 MyoIIA	XiGFP reactiv	RAD54 inh	RAD52 anneal inh	EWS-Fli block
1	COc1ccc(NC(=O)N(C)C[C@H]2Oc3cc(-c4ccc(C)cc4)ccc3S(=O)(=O)N([C@@H](C)CO)C[C@@H]2C)cc1	nt	0.5	-2.8	-1.9	0.1	3.5	18.3	25.1
2	COc1ccccc1C(=O)OC1CCCN(C)C1 (configuration not stated)	2.9	0.4	3.4	-1.7	0.2	-10.5	-8.1	9.9
3	Cc1ccc(C(=O)Nc2c(-c3ccc(Cl)cc3)[nH][nH]c2=O)cc1	0.5	1.6	0.0	0.0	0.0	7.2	2.3	0.0
4	O=C(C[C@@H]1CC[C@@H]2[C@H](COC[C@@H](O)CN2C(=O)Nc2ccc(Cl)c(Cl)c2)O1)NCc1ccccc1	-2.4	0.2	4.2	9.5	0.1	8.1	10.0	-8.4
5	COc1ccc2c(c1)[C@H]1[C@H](CO2)[C@H](c2ccccc2)[C@]2(C)C(=O)Nc3ccc(C)cc3C(=O)N12	-13.1	0.3	-29.1	-2.2	0.1	-0.1	-12.2	25.5
6	CO[C@H]1CN(C)C(=O)c2ccc(NS(C)(=O)=O)cc2OC[C@@H](C)N(Cc2cncnc2)C[C@H]1C	-0.5	0.2	6.8	6.9	0.0	0.2	-1.7	-0.7
7	COc1cccc(S(=O)(=O)N2C[C@@H](O)COC[C@H]3O[C@H](CC(=O)Nc4ccccc4)CC[C@@H]32)c1	-5.9	-0.1	-0.4	-11.9	-0.1	2.6	3.3	-5.4
8	CCN(CC)C(=O)c1ncn2c1C(=O)N[C@@H](C)C2	-27.6	nt	nt	-22.2	-0.2	nt	-0.4	-2.9
9	Cc1ccccc1NC(=O)c1cccc(C(=O)Nc2ccccc2C)n1	-6.5	nt	0.2	-28.8	0.0	2.4	-10.0	7.4
10	Cc1cc(OCC(=O)NNC(=S)NCC2CCCO2)cc(C)c1Cl (configuration not stated)	-7.7	nt	16.0	0.7	0.3	3.8	-3.7	-5.2
11	Cc1cccnc1NC1CCCCC1	-8.5	3.8	nt	-4.6	0.0	nt	1.5	-2.8
12	Cc1ccc(C)c(/C=C2\CCn3c2nc2cc(C(=O)O)ccc2c3=O)c1	-0.9	0.9	2.4	-14.0	0.0	-17.1	-20.0	4.1
13	C[C@@H]1CN([C@H](C)CO)C(=O)Cc2cc(NS(=O)(=O)c3cn(C)cn3)ccc2O[C@@H]1CN(C)C(=O)Nc1ccc(C(F)(F)F)cc1	nt	nt	-1.0	7.9	-1.1	nt	4.1	-8.7
14	NC(=O)c1ccccc1NS(=O)(=O)c1ccc(F)cc1	5.0	nt	nt	-10.2	0.3	nt	-2.0	-8.8
15	CCn1cc(C(=O)N[C@@H](C)C(=O)NCCCN2CCOCC2)c(=O)c2cc3c(cc21)OCO3	4.0	nt	-3.5	5.6	0.2	-1.3	-10.3	nt

Next compounds follow:
nr	SMILES	FN deposit inh	E-selectin induc	esBAF inh	S100A4 MyoIIA	XiGFP reactiv	RAD54 inh	RAD52 anneal inh	EWS-Fli block
16	Cc1nn(-c2ccc(N3CCOCC3)nn2)c(C)c1CCC(=O)NCc1ccccc1F	-7.2	nt	-5.5	-0.3	0.0	0.5	-4.1	-5.3
17	CCCCn1c(N)c(N(CCOC)C(=O)c2ccc(S(=O)(=O)N3CCC(C)CC3)cc2)c(=O)[nH]c1=O	0.2	nt	-3.7	-1.6	0.3	0.8	-10.7	-8.0
18	CN(N)C(=S)Nc1ccc(F)cc1	nt	nt	-0.9	-4.5	0.1	-1.7	-20.9	4.0
19	COc1cccc(NC(=O)N[C@@H]2CC[C@@H](CC(=O)N3CCN(C)CC3)O[C@H]2CO)c1	-14.9	-0.2	0.1	-3.1	0.5	4.1	-2.7	-4.3
20	COc1ccc(S(=O)(=O)N2CCN(c3ccccc3OC)CC2)cc1C(=O)N1CCCCC1	0.5	0.0	1.0	0.3	0.0	-2.3	-10.0	8.2
21	CC1CCN(CC(O)Cn2c3ccccc3c3ccccc32)CC1 (configuration not stated)	8.6	nt	-4.5	-18.3	0.0	10.7	-21.4	7.3
22	O=C(O)C(Cc1ccccc1)N1C(=O)C2C3CCC(C3)C2C1=O (configuration not stated)	11.5	3.0	-6.0	8.7	0.0	1.0	-1.9	3.1
23	NC(Cc1ccccc1)c1csc(NC(=O)Nc2ccccc2Oc2ccccc2)n1 (configuration not stated)	6.6	0.5	4.3	0.2	-0.1	-5.2	-30.3	13.6
24	C[C@H](CO)N1C[C@H](C)[C@H](CN(C)C(=O)Nc2ccccc2)Oc2ncc(C#Cc3ccccc3)cc2C1=O	-1.4	-0.1	5.7	-4.7	-1.1	-2.7	15.5	-11.4
25	CC(C)C(=O)NC(=S)/C=C1/N(C)c2ccccc2C1(C)C	-8.2	2.5	nt	-89.1	0.0	nt	-50.1	7.2
26	COc1cccc(NC(=O)N[C@H]2C=C[C@H](CC(=O)NCc3ccccn3)O[C@@H]2CO)c1	nt	0.3	-0.5	-2.4	-0.4	0.6	-25.9	-5.2
27	COc1ccc(S(=O)(=O)Nc2c(C(=O)O)[nH]c3ccc(OC)cc23)c(OC)c1	14.3	nt	5.4	-1.0	0.5	-1.1	4.2	-40.5
28	CCCOc1ccc(/C(O)=C2/C(=O)C(=O)N(CCCn3ccnc3)C2c2cccnc2)cc1 (configuration not stated)	-0.4	nt	nt	-1.7	0.0	2.3	-5.3	-3.1
29	COc1ccccc1CNS(=O)(=O)c1ccc2c(c1)N(C(C)=O)CC(C)S2 (configuration not stated)	0.6	nt	3.9	-12.6	0.3	-2.3	-8.7	nt
30	CC1(C(=O)O)C=CC2(CCCCC2)N1C(=O)c1ccccc1 (configuration not stated)	19.8	-0.2	4.4	-4.5	0.0	9.3	-14.7	-3.5

(further entries)
nr	SMILES	FN deposit inh	E-selectin induc	esBAF inh	S100A4 MyoIIA	XiGFP reactiv	RAD54 inh	RAD52 anneal inh	EWS-Fli block
31	O=C(O)c1cc(-c2ccc(O)cc2)on1	-19.9	nt	nt	-14.5	0.0	nt	-139.1	2.0
32	O=C(NC1CCCCC1)C1CCC(=O)N(C2CC2)C1 (configuration not stated)	-0.9	nt	2.9	-3.1	0.1	3.6	-5.6	-2.8
33	O=C(N[C@@H]1CC[C@H](CCNC(=O)C2CCCCC2)O[C@@H]1CO)c1ccccn1	nt	0.0	-2.1	0.9	-0.1	5.8	8.7	2.0
34	CCOc1ccc(C(=O)Nc2ccc(N3CCN(C)CC3)cc2)cc1[N+](=O)[O-]	-13.4	nt	nt	4.8	0.1	nt	-0.3	-4.3
35	CCCN(CC(=O)Nc1ccccc1OC)Cc1c(O)ccc2ccccc12	-2.1	0.2	-4.9	-1.8	0.0	-2.4	-19.1	4.8
36	O/N=C/c1nc2cc(Cl)ccc2o1	8.0	1.4	nt	-4.8	0.1	nt	-12.6	1.1
37	CCNC(=O)/C(C#N)=C/c1c(N2CCN(c3ccccc3)CC2)nc2ccccn2c1=O	nt	nt	?	1.4	0.0	-3.8	-20.2	-37.9
38	CO[C@H]1CN(C)C(=O)c2ccc(NC(=O)c3cc(C)on3)cc2OC[C@@H](C)N(C(=O)C2CC2)C[C@H]1C	-0.2	0.0	4.0	10.9	0.7	4.0	2.3	-4.7
39	CN1C(=O)c2cc(NS(=O)(=O)c3cccc(F)c3)ccc2OC[C@H]2O[C@H](CC(=O)NCCN3CCCCC3)CC[C@@H]21	8.6	0.4	0.2	0.7	0.1	7.4	13.7	-0.8
40	C[C@@H]1CCCCO[C@H](CN(C)C(=O)Cc2ccccc2)[C@H](C)CN([C@H](C)CO)C(=O)c2cc(NC(=O)Nc3ccc(F)cc3)ccc2O1	nt	-0.2	-0.6	-7.5	-0.5	3.3	-3.6	0.0
41	COc1cc(Nc2cc(C)nc3ncnn23)cc(OC)c1	3.5	nt	-0.7	-1.4	0.0	-15.3	6.6	4.2
42	Cc1ccc(NC(=O)c2cc(N3C(=O)CCC3=O)ccc2N2CCCCC2)cc1	4.8	nt	nt	3.1	0.1	nt	-9.7	19.7
43	CCCCCCCOC(=O)c1nc(Cl)c(Cl)c(N)c1Cl	-0.7	nt	-2.6	-1.4	-0.1	6.7	-13.1	-8.7
44	O=C(Nc1ccc(O)cc1)/C(=C/c1ccco1)NC(=O)c1ccccc1	6.8	nt	3.1	-11.1	-0.2	nt	-15.7	-35.8
45	CCC(=O)N(CC)C[C@H]1[C@H](c2ccc(-c3cccnc3)cc2)[C@@H](CO)N1C(C)=O	nt	0.1	-0.8	-0.2	0.1	-3.8	-5.1	-4.6

Further structures follow:
nr	SMILES	FN deposit inh	E-selectin induc	esBAF inh	S100A4 MyoIIA	XiGFP reactiv	RAD54 inh	RAD52 anneal inh	EWS-Fli block
46	C[C@H](CO)N1C[C@H](C)[C@@H](CN(C)C(=O)c2ccccc2)OCCCC[C@H](C)Oc2ccc(NC(=O)Cc3ccccc3)cc2C1=O	nt	-0.1	-2.9	5.4	0.0	-10.6	-0.3	-7.4
47	C/C=C/c1ccc2c(c1)O[C@H](CN(C)Cc1ccncc1)[C@@H](C)CN([C@H](C)CO)S2(=O)=O	-1.6	-0.1	2.2	13.1	-0.1	6.7	-13.9	16.1
48	CC(=O)CC(c1ccccc1)S(=O)(=O)c1ccc([N+](=O)[O-])cc1 (configuration not stated)	-11.9	-0.1	3.5	1.1	0.0	-12.2	-2.6	13.8
49	O=C(NC(=O)c1cnccc1C(F)(F)F)Nc1ccccc1	4.6	nt	-0.9	-6.5	0.0	-5.5	-28.7	-0.6
50	CCOC(=O)C1CCN(C(=O)Nc2cc(Cl)cc(Cl)c2)CC1	0.1	-0.1	nt	-2.3	0.1	1.3	-16.2	2.4
51	Cc1cc(C)n(-c2ccc(Cl)c(C(=O)O)c2)n1	nt	nt	nt	-7.2	0.1	nt	-6.0	-2.5
52	COCC#Cc1ccc2c(c1)O[C@@H](CN(C)Cc1ccccc1F)[C@H](C)CN([C@@H](C)CO)S2(=O)=O	nt	0.1	-2.0	7.4	-1.3	7.2	-32.4	21.9
53	Cc1c(N)cccc1-n1cccc1	nt	nt	nt	-3.1	0.0	nt	-10.5	-4.7
54	Cc1ccc(C(=O)Cc2ccccc2)cc1	-4.6	-0.1	23.3	0.5	0.3	nt	6.6	-80.5
55	O=S(=O)(/N=C(/Nc1ccccc1)c1ccccc1O)c1ccccc1	-8.9	nt	nt	-2.5	0.0	nt	-8.7	-5.3
56	C[C@@H]1CN([C@H](C)CO)C(=O)Cc2cc(NC(=O)Nc3ccc(C(F)(F)F)cc3)ccc2O[C@H]1CN(C)Cc1ccc(C(F)(F)F)cc1	nt	0.1	3.1	0.1	-0.2	3.1	-13.9	-1.6
